GSTO1 inh: counter-screen for RBBP9 inhibitors: inhibitors of human GSTO1; P78417; recombinant GSTO1, activity-based probe fluorescence polarization; inhibition, % at 5.96 µM; AID 1974; actives 1.1% (n = 300,000);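 active = inhibition above the campaign mean inhibition plus 3 SD, cut at about 35% in these data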;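 also: 0% = GSTO1-1 with DMSO and 100% = wells lacking GSTO1-1 enzyme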
PAD4 inh: PAD4 (human) enzyme inhibition | Q9UM07 | recombinant PAD4, RCA probe fluorescence polarization | inhibition, % at 6.36 µM | actives 0.41% (n = 330,000);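 active = percent inhibition above a cutoff equal to the mean of all tested compounds plus 3 SD, cut at about 15% in these data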;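 also: 0% = PAD4 with RCA probe and DMSO and 100% = probe without PAD4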
BCLXL inh: inhibitors of human Bcl-xL; Q07817; inhibition, % at 10.9 µM; AID 2129; GST-Bcl-xL / FITC-Bim BH3 peptide fluorescence polarization; actives 0.7% (n = 320,000);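 active = inhibition above the mean of all tested compounds plus 3 SD, cutoff set per campaign, cut at about 30% in these data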;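 also: 0% = DMSO wells and 100% = unlabeled Bim-BH3 peptide competitor; inhibitors lower millipolarization by displacing the labeled peptide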
Target sequence (Q07817 whole entry, looked up): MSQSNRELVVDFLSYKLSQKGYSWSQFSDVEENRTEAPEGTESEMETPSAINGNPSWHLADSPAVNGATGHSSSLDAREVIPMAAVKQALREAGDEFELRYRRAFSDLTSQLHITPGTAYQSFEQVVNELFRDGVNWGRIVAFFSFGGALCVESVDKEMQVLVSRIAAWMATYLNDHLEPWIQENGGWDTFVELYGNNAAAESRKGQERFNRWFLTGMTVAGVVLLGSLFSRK
GLD-1 RNA inh: GLD-1-TGE RNA interaction inhibition (C. elegans) | Q17339 | purified GLD-1 + fluorescein TGE RNA, fluorescence polarization | inhibition, % at 5.96 µM | actives 0.44% (n = 320,000) | AID 2280;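 active = percent inhibition above a per-plate cutoff, the plate mean of test compounds plus 3 SD, cut at about 30% in these data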;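 also: 0% = DMSO wells with GLD-1 and probe and 100% = wells lacking GLD-1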
Fam108B counter: counter-screen for RBBP9 inhibitors: inhibitors of mouse Fam108B. recombinant Fam108B, FP-Rh probe fluorescence polarization. AID 1947. actives 0.33% (n = 300,000). inhibition, % at 9.51 µM;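 active = inhibition above the screen mean inhibition plus 3 SD, computed separately per campaign, cut at about 18% in these data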;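 also: inhibitors lower polarization as less probe binds the enzyme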
MCL1-BIM inh: inhibitors of human MCL1 binding to BIM-BH3 peptide; Q07820; GST-MCL1 / FITC-Bim-BH3 fluorescence polarization; inhibition, % at 10.9 µM; actives 0.68% (n = 320,000); AID 2057;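 active = inhibition above the mean inhibition of all tested compounds plus 3 SD, set per campaign, cut at about 40% in these data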;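 also: 0% = DMSO wells and 100% = unlabeled Bim-BH3 peptide control; higher means more loss of mP so more displacement of Bim peptide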
MEX-5 binding: C. elegans MEX-5 TCR-2 RNA binding activity. MEX-5/FITC-TCR2 RNA binding, fluorescence polarization; active compounds read low. actives 0.38% (n = 300,000). activity score (negative = inhibition of binding), % at 10 µM. Q9XUB2;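 active = inhibition past about -25% in most replicates, and total fluorescence under double the plate's negative control median, limit read from the data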;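 also: 0% = DMSO and -100% = 5 µM competing unlabeled TCR2 RNA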
Target sequence (Q9XUB2 whole entry, looked up): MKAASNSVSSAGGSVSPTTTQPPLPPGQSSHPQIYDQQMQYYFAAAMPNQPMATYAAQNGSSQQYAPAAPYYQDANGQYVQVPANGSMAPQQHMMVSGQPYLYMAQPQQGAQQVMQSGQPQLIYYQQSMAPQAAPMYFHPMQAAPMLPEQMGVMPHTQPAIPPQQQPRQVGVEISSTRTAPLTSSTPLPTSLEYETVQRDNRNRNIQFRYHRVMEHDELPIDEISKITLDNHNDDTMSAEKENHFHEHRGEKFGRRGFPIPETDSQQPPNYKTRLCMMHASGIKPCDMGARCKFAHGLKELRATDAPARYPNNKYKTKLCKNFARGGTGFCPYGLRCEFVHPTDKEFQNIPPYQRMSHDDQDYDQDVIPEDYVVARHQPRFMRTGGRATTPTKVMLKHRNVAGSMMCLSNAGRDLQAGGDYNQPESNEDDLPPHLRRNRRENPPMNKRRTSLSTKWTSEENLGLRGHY
PME-1 inh: blocks human protein phosphatase methylesterase 1 | Q9Y570 | recombinant PME-1, FP-Rh probe fluorescence polarization | inhibition, % at 5.9 µM | actives 0.53% (n = 320,000);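 active = inhibition above the campaign mean of all compounds plus 3 SD, cut at about 26% in these data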;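 also: competitive labeling of PME-1 active site by serine hydrolase directed probe; 0% = PME-1 with DMSO and 100% = wells lacking PME-1 enzyme; inhibitors block probe labeling so polarization falls and inhibition rises; many of its hits are not listed in these tables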
Target sequence (Q9Y570 whole entry, looked up): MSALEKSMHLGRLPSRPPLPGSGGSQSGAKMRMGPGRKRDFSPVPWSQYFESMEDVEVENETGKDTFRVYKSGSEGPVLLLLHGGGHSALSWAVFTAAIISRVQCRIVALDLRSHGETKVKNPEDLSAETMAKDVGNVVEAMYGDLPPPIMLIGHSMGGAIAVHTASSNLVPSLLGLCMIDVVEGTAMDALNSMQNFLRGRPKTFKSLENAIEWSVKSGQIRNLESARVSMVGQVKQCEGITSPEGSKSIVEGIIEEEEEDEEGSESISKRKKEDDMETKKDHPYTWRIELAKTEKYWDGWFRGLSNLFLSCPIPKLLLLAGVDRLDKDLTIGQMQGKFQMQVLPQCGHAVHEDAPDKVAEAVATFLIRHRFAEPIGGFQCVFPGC
TPT1 inh: inhibitors of Candida albicans tRNA 2'-phosphotransferase TPT1; recombinant caTPT1, FP RNA substrate dephosphorylation; actives 0.81% (n = 300,000); inhibition, % at 5 µM; AID 1962;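 active = inhibition above the mean of all tested compounds plus 3 SD, set per screening campaign, cut at about 24% in these data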;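 also: plate controls were DMSO alone for no effect and ferristatin control at 100 nM for full effect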
Active calls of the source: *; nt = no result given; & = joins results of further samples. This is a subset; count on the stated rates, not on these rows.

SMILES	GSTO1 inh	PAD4 inh	BCLXL inh	GLD-1 RNA inh	Fam108B counter	MCL1-BIM inh	MEX-5 binding	PME-1 inh	TPT1 inh
CCc1ccc(S(=O)(=O)Nc2nnc(N)s2)cc1	2	5	3	4	0	2	1.5	-4	-3
COc1ccc(OCc2nc3ccc(S(=O)(=O)Nc4ccccc4Cl)cc3[nH]2)cc1	-7	-3	2	-2	7	-4	4.7	8	1
CCc1cccc(C)c1NC(=O)CSc1nnc(Cc2csc(C)n2)o1	0	-2	-6	7	-1	-4	-0.3	5	1
Cc1nnc2c(NC(C)C)nc3ccccc3n12	-1	-6	-4	-2	1	-2	1.9	3	2
COc1cccc(C(C)NC(=O)c2c(F)cccc2Cl)c1 (configuration not stated)	3	-4	-1	3	-3	-3	3.3	2	-4
O=C(Nc1ccc(F)cc1)c1cccnc1Oc1ccccc1	2	-5	2	-3	-2	0	-0.7	4	-3
CCOC(=O)C1[C@H]2C(=O)N(CCCOC)C[C@]23C=C[C@H]1O3 (some centres not stated)	6	2	2	-6	3	-3	1.3	2	-7
COc1ccc(CN2CCNC(=O)C2CC(=O)NCc2csc(C(C)C)n2)c(OC)c1 (configuration not stated)	1	-4	10	-2	-2	3	2.1	-2	-1
Clc1ccc(OCCCCSc2ncccn2)cc1	-1	-5	10	-1	-2	9	0.1	-3	-1
Cc1ccc(C(=O)OCC(=O)NC2CCCC2)cc1C	-7	1	1	0	-1	-9	0.3	9	1
O=C1CCN(C(=O)CSc2ccc(Cl)cc2)N1	10	-3	1	7	1	8	-5.5	0	-1
C=C(Cl)COC(=O)C1C2C=CC(C2)C1C(=O)O (configuration not stated)	1	-6	-2	5	5	-1	0.0	-2	0
CSc1ccccc1OCc1cc(C(=O)N2CCN(c3ccccc3)CC2C)no1 (configuration not stated)	-1	0	-1	-2	-3	0	1.4	1	0
COc1ccc(CCC(=O)NC(C)c2ccccc2)cc1OC (configuration not stated)	-1	-5	3	-2	-1	2	-0.4	-1	-3
O=C(NC(=S)NC1CCS(=O)(=O)C1)c1cccs1 (configuration not stated)	1	0	4	4	-2	8	-0.5	-4	4
Cc1cc(Cl)ccc1OCC(=O)N1CC(C)CC(C)C1 (configuration not stated)	3	-6	6	3	-1	2	-2.9	5	2
CC(C)c1ccc2c(c1)c(SC(C)(C)C)c(CC(C)(C)C(=O)O)n2Cc1ccc(Cl)cc1	0&5	-1&-6	5&8	-2&0	14&8	3&12	-2.8	5&-6	4&-3
Cc1c(NC(=O)NCc2ccccc2)c(=O)n(-c2ccccc2)n1C	0	5	-2	4	3	1	-2.5	-1	-2
Cc1nc2ccc(C(=O)N3CCSCC3)cc2s1	3	2	4	-3	0	8	1.8	1	-4
C=C1CCN([C@@H](CC(C)C)C(=O)NCc2ccc(Cl)c(Cl)c2)S(=O)(=O)c2ccccc21	2	-3	-1	0	-8	-4	1.5	-11	-1
O=C(c1ccc(-c2nc3ccccc3s2)s1)N1CCOCC1	7	-2	4	0	-1	9	-1.9	5	0
COC(OC)c1ccc(C#N)c(SCc2ccccc2)n1	2	1	4	0	4	3	nt	4	0
COc1cc(OC)c(-c2c3cc(O)c(=O)cc-3oc3cc(O)c(O)cc23)cc1OC	-181	-121	11	-88	-298	-44	nt	-299	5
CN(Cc1ccccc1)C1CCN(Cc2ccccc2[N+](=O)[O-])CC1	3	-2	3	-9	-1	0	-0.9	0	-1
C/C(=N\NC(=O)c1ccc(N(C)C)cc1)c1ccc(C)cc1C	-2	0	3	3	1	0	0.2	2	-2
Cc1noc(C)c1S(=O)(=O)N1CCCC(C(=O)N2CCc3ccccc3C2)C1 (configuration not stated)	-6	-4	0	-5	-4	6	-4.1	-1	1
O=C(COc1ccc(Cl)cc1Cl)Nc1ccc(CN2CCCCC2)cc1	5	-3	7	4	2	5	-1.1	-3	-2
CCCCCC(=O)Nc1c(-c2ccc(OC)cc2)c(=O)c2ccccc2n1C	0	2	2	2	2	1	-1.8	-2	0
CN(C)c1ccc(Nc2nc(-c3cccnc3)cs2)cc1	1	-5	3	-1	-3	4	1.9	2	-1
Cc1ccc2nc(Nc3ccccc3)c(/C=N/O)c(=O)n2c1	-17	3	5	0	1	2	-4.1	-1	-6
COc1cccc(OC)c1C(=O)NNC(=O)c1cccnc1	10	-1	-3	-1	1	-4	1.1	-3	0
CCOc1ccc(/C=N/NC(=O)c2nnn(-c3nonc3N)c2-c2cccs2)cc1	-3	5	0	5	-8	0	2.9	-19	-1
O=C(O)c1ccc(CSc2nnc(-c3ccco3)o2)cc1	-2	-1	5	-1	-1	7	-1.5	0	-5
O=[N+]([O-])c1cc(-c2nc(-c3ccncc3)no2)cc([N+](=O)[O-])c1	11	-4	3	8	5	3	0.1	-5	-1
CCN(CC)C(=O)Cn1cc(C(=O)C(=O)NCc2cccs2)c2ccccc21	-4	-4	7	2	-2	8	nt	4	0
CSc1ccc(S(=O)(=O)N(C)Cc2ccccc2)cc1	1	-4	2	-8	5	-5	0.1	5	2
c1cn(CC2(Cn3ccnc3)COC2)cn1	9	-2	1	2	4	8	1.5	3	-1
C=CCSc1nc(N2CCOCC2)c2c(c1C#N)CC(C)(C)N(C)C2	9	-10	13	9	-2	9	-4.2	0	-4
CC(NC(=O)c1ccco1)c1nc(-c2ccccc2Cl)no1 (configuration not stated)	2	-4	-1	2	0	-1	2.6	-4	-1
CS(=O)(=O)n1nc(OC(=O)c2cc(Br)ccc2Cl)cc1N	2	-3	-3	-4	0	2	-3.0	-3	2
O=C1CC(N2CCN(c3ccccc3F)CC2)C(=O)N1c1ccc2c(c1)OCCO2 (configuration not stated)	-5	-5	7	1	-6	-1	3.7	-1	-7
COc1cc(OC)cc(C(=O)Nc2ccc(Cn3ccnc3)cc2)c1	0	3	0	1	7	4	-0.6	0	-2
COc1ccccc1C(CNc1ccc(S(=O)(=O)N2CCCC2)cc1[N+](=O)[O-])N(C)C (configuration not stated)	-6	0	5	-4	-6	0	-1.3	3	-4
CCCc1nc2ccccc2c(=O)n1-c1c(C)n(C)n(-c2ccccc2)c1=O	0	-2	5	6	-3	5	-0.7	1	-8
O=C1c2ccccc2C(=O)N1CCSc1nnc(-c2ccco2)n1Cc1ccccc1	4	1	-6	3	2	-4	0.6	4	2
CCOC(=O)c1ccc(N/C=C2/CCCC(C)C2=O)cc1 (configuration not stated)	0	-1	-6	-8	1	-14	0.3	-5	3
O=[N+]([O-])c1cccnc1N/N=C/c1ccccc1O	5	5	6	0	-7	10	1.2	2	-6
O=C(COc1ccc2ccc(=O)oc2c1)NCC(O)c1ccccc1 (configuration not stated)	3	-4	6	1	1	7	-3.2	-8	-2
Cn1c(=O)n(C)c2cc(/C=N/N=C3/NC(=O)C(CC(=O)O)S3)ccc21 (configuration not stated)	13	-2	5	1	7	3	-20	-11	5
Cc1cc(C)cc(-n2c3nc4ccccc4nc3c3c(=O)n(Cc4ccco4)cnc32)c1	-17	-13	11	4	-13	2	-1.5	-9	11
CCn1cc(/C=N/NC(=O)c2ccc3c(c2)OCO3)c(C)n1	3	5	1	2	3	2	-3.6	1	-4
Cc1ccc(NC(=O)NC(=O)N(C2CCCCC2)S(=O)(=O)c2ccccc2)cc1	1	-2	2	-3	-6	-2	0.4	-69	1
O=C(Cc1ncc(C(F)(F)F)cc1Cl)NCc1ccco1	3	-2	-3	-4	-2	-4	1.5	0	-4
O=C(/C=C/Nc1cccc([N+](=O)[O-])c1)c1ccco1	1	-4	-3	-3	-2	-6	-2.5	2	-2
COC(=O)C1=C(C(=O)OC)C2C(C)=CC(C)=CN2C(C(=O)OC)=C1C(=O)OC (configuration not stated)	-6	-3	23	14	5	24	-6.9	2	-3
CCC(C(=O)NC1CCCCC1)n1c(SCc2ccccc2F)nc2ccncc21 (configuration not stated)	2	-3	5	-1	0	4	1.0	-1	-4
O=C(/C(=N\O)n1cncn1)c1ccc(Br)cc1Br	0	-2	2	5	-1	6	-4.1	-1	0
CCOc1ccc(NC(=O)c2ccc(NC(=S)NC3CC3)cc2)cc1	-4	2	7	0	-3	7	-2.7	4	1
CCCCOC(=O)Nc1nc(C)c(C(=O)OCC)s1	-6	3	3	1	-3	3	0.3	-7	-3
COc1ccccc1CNC(=O)CN(C)S(=O)(=O)c1ccc(F)cc1	-3	0	-5	7	0	-17	2.4	6	-2

Continued; it opens with the two that closed the last part.
SMILES	GSTO1 inh	PAD4 inh	BCLXL inh	GLD-1 RNA inh	Fam108B counter	MCL1-BIM inh	MEX-5 binding	PME-1 inh	TPT1 inh
CCCCOC(=O)Nc1nc(C)c(C(=O)OCC)s1	-6	3	3	1	-3	3	0.3	-7	-3
COc1ccccc1CNC(=O)CN(C)S(=O)(=O)c1ccc(F)cc1	-3	0	-5	7	0	-17	2.4	6	-2
CC(C)(C)c1ccc(C(=O)NCc2nnc(SCC(=O)NC3CCCC3)o2)cc1	5	0	0	4	1	-6	-2.0	-2	1
NC(=O)COC(=O)CCCc1nc2ccccc2s1	-1	0	4	0	-1	2	-2.9	1	-5
CCOc1ccc(N/C(C)=C/C(=O)c2ccc3c(c2)OCCO3)cc1	-3	-3	2	5	1	1	-3.2	-1	-5
O=C(Cc1ccccc1F)Nc1cc(S(=O)(=O)N2CCOCC2)ccc1N1CCOCC1	nt	1	3	3	nt	-6	nt	-2	nt
O=C(c1cnn(C(=O)COc2ccccc2F)c1)c1cc(F)ccc1O	10	-2	5	-15	-2	3	-1.2	4	-3
COc1ccc(/C=C(\NC(=O)c2ccccc2)C(=O)OC[C@@H]2CCC[N+]3(C)CCCCC23)cc1OC (some centres not stated)	12	1	-17	-1	-5	-28	-0.1	-7	1
CC(C)(C)OC(=O)NCc1ccc(CNC(=O)c2[nH]cnc2C(=O)NCC(=O)OCc2ccccc2)cc1	6	1	5	5	-3	5	1.9	1	-3
Cc1csc(Nc2nc(N)c(C(=O)Nc3cc(Cl)ccc3F)o2)n1	-7	0	1	5	3	7	-0.3	-4	-2
CCN(CC)CCN(Cc1cc2cc(C)c(C)cc2[nH]c1=O)C(=S)NCc1ccco1	-5	-2	0	-3	1	6	-0.7	-6	1
CCC(=O)Nc1nnc(SCC(=O)Nc2cccc(Cl)c2)s1	-3	3	2	2	-3	3	-2.3	-2	0
CC(C)(C)c1ccc(-n2ncc3c2CCCC3NC(=O)C2(C(N)=O)CC2)cc1 (configuration not stated)	4	-4	4	3	-5	0	2.3	-4	-1
O=C(NCCN1CCN(c2ccccc2)CC1)c1cccc(Cl)c1	0	-3	-1	1	1	4	-1.3	-3	0
COc1ccc(CCNC(=O)CCCN2C(=O)c3ccccc3C2=O)cc1	4	0	7	0	0	1	-1.2	4	-6
COc1ccc(C(=O)CSc2nc(C)cc(C)n2)cc1C	6	-1	6	4	1	0	0.8	-7	-1
COc1cc(C(=O)NC2CCN(CC(=O)NC3CCCCC3)CC2)cc(OC)c1OC	5	0	0	3	6	0	0.4	-3	2
O=C1CCN(Cc2ccccc2)N1	-4	-1	2	0	-5	-3	3.0	-11	-2
CCCCCN(C(=O)CCC(=O)OCC(=O)N(CC#N)c1ccccc1)c1c(N)n(CCCC)c(=O)[nH]c1=O	-2	1	-1	-5	-4	1	-0.9	-2	1
CC(=O)Nc1ccc(C2=NN(CC#N)C(=O)SC2)cc1	-7	-6	0	-10	5	4	0.5	5	3
